TAAR1 antag: antagonists of human TAAR1; CHO RD-HGA16 TAAR1, Fluo-8 calcium fluorescence, antagonist; inhibition, % at 3 µM; Q96RJ0; 1.5% of 360,000 active;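 active means inhibition above a per-plate cutoff, the mean inhibition of test compounds on that plate plus 3 SD, cut at about 49% in these data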;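 further: 0% = DMSO plus EC80 beta-PEA response and 100% = DMSO alone without agonist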
Target sequence (Q96RJ0 whole entry, looked up): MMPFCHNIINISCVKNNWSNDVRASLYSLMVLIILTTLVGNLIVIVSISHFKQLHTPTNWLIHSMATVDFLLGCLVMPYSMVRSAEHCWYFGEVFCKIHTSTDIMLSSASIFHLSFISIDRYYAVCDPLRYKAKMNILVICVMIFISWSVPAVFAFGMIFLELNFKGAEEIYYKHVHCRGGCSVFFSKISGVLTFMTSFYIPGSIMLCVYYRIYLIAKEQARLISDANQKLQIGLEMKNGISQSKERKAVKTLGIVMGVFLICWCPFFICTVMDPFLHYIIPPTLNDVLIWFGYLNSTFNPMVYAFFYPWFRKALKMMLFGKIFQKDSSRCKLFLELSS
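Material: RD-HGA16 CHO cells with stable hTAAR1 and Gα16; Dosing: single nominal final test compound concentration of 3 µM; Schedule: seeding 17-24 h prior, 75-min 37 °C, 30-min RT dye loading; Detection: kinetic Fluo-8 calcium fluorescence measurement; Measure: % inhibition from peak post-agonist over basal fluorescence ratio; Benchmarks: vehicle and agonist controls.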
M1 PAM parental: M1 PAM counterscreen hit in parental CHO-K1 cells | ATP EC20, Fluo-8 calcium fluorescence; 0% at ATP EC20, 100% at ATP max | activation, % at 3 µM | 0.02% of 360,000 active | AID 602247;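 active means activation above the run cutoff, the mean activation of all test compounds plus 3 SD, cut at about 40% in these data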;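 further: peak over basal fluorescence ratio in a 140 s read after ATP addition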
M1 PAM: potentiates human M1 receptor response to acetylcholine. CHO-K1 hM1, Fluo-8 calcium fluorescence, ACh EC20; 0% = ACh EC20, 100% = maximal ACh. 0.088% of 360,000 active. AID 588819. activation, % at 3 µM. P11229; in the data active means activation above about 19%, passing the limit was not always enough
Target sequence (P11229 whole entry, looked up): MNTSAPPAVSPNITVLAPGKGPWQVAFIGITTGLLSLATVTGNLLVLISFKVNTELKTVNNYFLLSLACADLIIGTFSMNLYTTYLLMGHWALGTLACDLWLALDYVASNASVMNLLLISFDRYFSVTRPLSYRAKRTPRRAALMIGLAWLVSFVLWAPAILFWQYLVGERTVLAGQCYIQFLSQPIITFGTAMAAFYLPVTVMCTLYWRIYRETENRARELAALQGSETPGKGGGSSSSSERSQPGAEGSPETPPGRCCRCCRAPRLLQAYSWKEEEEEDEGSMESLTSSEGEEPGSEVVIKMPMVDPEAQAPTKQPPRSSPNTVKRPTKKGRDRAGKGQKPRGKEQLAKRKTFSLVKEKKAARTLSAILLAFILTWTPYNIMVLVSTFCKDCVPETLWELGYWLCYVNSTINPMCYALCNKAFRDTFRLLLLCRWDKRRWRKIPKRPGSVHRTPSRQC
CHO-K1 Ca ag: counter-screen for M1 agonists: effect in parental CHO-K1 cells. Fluo-8 calcium fluorescence; scaled to maximal ATP response, vehicle zero. activation, % at 3 µM. 0.48% of 360,000 active. AID 602248; in the data active means activation above about 15%;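 further: untransfected CHO-K1 host cells lacking M1 receptor as counterscreen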
CHO parental Ca: signal in parental CHO cells, OX1R antagonist counter-screen. parental CHO-K1, ATP-induced calcium, Fluo-8 fluorescence. inhibition, % at 5.6 µM. 0.63% of 330,000 active;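 active means inhibition above that plate's mean sample inhibition plus 3 SD, cut at about 26% in these data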;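 further: 0% = ATP-challenged DMSO wells and 100% = DMSO wells without ATP; some compounds past the cut are filed as inactive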
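Assay system: untransfected parental CHO cell line. Also added: ATP agonist challenge. Dosing: one dose, 5.6 µM nominal. Measured by: Fluo-8 fluorescence. Read-out: % inhibition. Benchmarks: ATP wells versus no-ATP DMSO wells. Repeats: no replicates.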
CHO-K1 Ca antag: nonselective inhibitor or artifact in parental CHO-K1 cells. ATP-induced calcium, Fluo-8 fluorescence. inhibition, % at 3 µM. 0.6% of 360,000 active. AID 602250;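 active means inhibition above a per-plate cutoff, the plate's mean sample inhibition plus 3 SD, cut at about 24% in these data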;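 further: 0% = DMSO plus EC80 ATP and 100% = DMSO alone without ATP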
CHRM1 agonist: human M1 muscarinic receptor agonism; P11229; CHO-K1 hM1, Fluo-8 calcium fluorescence, agonist mode; 0% DMSO, 100% acetylcholine EC100; activation, % at 3 µM; 0.33% of 360,000 active;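 active means activation above the run's mean compound activation plus 3 SD, cut at about 16% in these data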;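 further: peak over basal fluorescence ratio within a 140 s kinetic read after compound addition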
TAAR1 agonist: agonists of human TAAR1 | Q96RJ0 | 0.99% of 360,000 active | CHO RD-HGA16 TAAR1, Fluo-8 calcium fluorescence; vehicle wells 0%, saturating PEA agonist 100% | activation, % at 3 µM;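 active means activation above the mean activation of all test compounds in the run plus 3 SD, cut at about 38% in these data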
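Benchmarks: low control DMSO, high control PEA (EC100); System: CHO RD-HGA16 cells carrying human TAAR1 plus Gα16; Detection: Fluo-8 fluorescence, 5 s baseline then 140 s kinetic read; Schedule: 17-24 h plating, Fluo-8 75 min 37 °C, 30 min RT; Read-out basis: % activation from peak over basal fluorescence ratio, DMSO-to-PEA scaled.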
M1 antag: blocks human M1 muscarinic receptor; P11229; CHO-K1 hM1, Fluo-8 calcium fluorescence, ACh EC80 antagonist; inhibition, % at 3 µM; 1.3% of 360,000 active; AID 588852;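 active means percent inhibition above its own plate's cutoff, namely the mean of that plate's compound wells plus 3 SD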;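 further: peak over basal fluorescence ratio during 140 s after agonist addition; 0% = ACh EC80 plus DMSO and 100% = DMSO alone without agonist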
Active calls of the source: *; nt = no result given.

#1 Cc1cc2cc(C(c3nnnn3C(C)(C)C)N(Cc3ccco3)CC3CCCO3)c(=O)[nH]c2cc1C (stereo not drawn)
#2 O=C(NC(c1ccccc1)c1ccccc1)c1ccc(=O)[nH]n1
#3 CCOc1cccc(C(=O)Nc2ccc(S(=O)(=O)Nc3cc(C)on3)cc2)c1
#4 CCN(CC)S(=O)(=O)c1ccc(C2CNC(=O)C2)cc1 (stereo not drawn)
#5 Cc1cc(Oc2ncccc2[N+](=O)[O-])c2cc(Cl)ccc2n1
#6 O=C(NCc1csc(-c2cccs2)n1)C1CCCCC1
#7 Cc1ccc(S(=O)(=O)CNC(=S)c2cccc(C)c2)cc1
#8 COc1ccc(NS(=O)(=O)c2cc(NC(=O)c3ccc(=O)[nH]c3)ccc2C)cc1
#9 Cc1cccc(C)c1NC(=O)CN(C)C(=O)c1ccccc1C(=O)N(C)Cc1ccccc1
#10 CCOC(=O)c1cc(CC)sc1/N=C/C1C(=O)CCCC1=O

entry no.	1	2	3	4	5	6	7	8	9	10
TAAR1 antag	-11	-5	-6	-17	-14	-20	10	3	-9	-7
M1 PAM parental	5	-12	-9	14	-16	14	6	2	1	20
M1 PAM	-7	-5	-2	3	7	-1	-2	2	1	5
CHO-K1 Ca ag	0.7	-0.7	-0.3	0.1	-0.4	7.5	1.5	0.0	4.1	-0.1
CHO parental Ca	-7	-15	25	-10	-40	-27	-11	1	-25	6
CHO-K1 Ca antag	-4	7	16	-3	0	5	-5	-17	-15	-10
CHRM1 agonist	-3	-3	-6	-2	-2	-1	-4	-5	-3	-5
TAAR1 agonist	14	3	-2	2	13	0	7	7	4	2
M1 antag	11	3	-1	-18	-14	4	-1	2	-9	-4

3 compounds from above with just CHRM1 agonist.
| # | smiles | CHRM1 agonist |
| --- | --- | --- |
| 8 | COc1ccc(NS(=O)(=O)c2cc(NC(=O)c3ccc(=O)[nH]c3)ccc2C)cc1 | -5 |
| 10 | CCOC(=O)c1cc(CC)sc1/N=C/C1C(=O)CCCC1=O | -5 |
| 9 | Cc1cccc(C)c1NC(=O)CN(C)C(=O)c1ccccc1C(=O)N(C)Cc1ccccc1 | -3 |

The main list resumes; the 4 compounds before the break are reprinted first.
#7 Cc1ccc(S(=O)(=O)CNC(=S)c2cccc(C)c2)cc1
#8 COc1ccc(NS(=O)(=O)c2cc(NC(=O)c3ccc(=O)[nH]c3)ccc2C)cc1
#9 Cc1cccc(C)c1NC(=O)CN(C)C(=O)c1ccccc1C(=O)N(C)Cc1ccccc1
#10 CCOC(=O)c1cc(CC)sc1/N=C/C1C(=O)CCCC1=O
#11 CCOc1ccccc1N1CC(C(=O)Nc2cc(S(=O)(=O)N3CCOCC3)ccc2OC(C)C)CC1=O (stereo not drawn)
#12 O=C(CNC1CCCCC1)NN=C(c1ccccc1)c1ccccc1
#13 Cc1ccccc1-c1nnc(SCC(=O)NC2CCCC2)o1
#14 CCOC(=O)C1CCCN(S(=O)(=O)c2ccc(S(=O)(=O)N3CCCC3)cc2)C1 (stereo not drawn)
#15 O=[N+]([O-])c1cc(/C=N/O)ccc1Oc1cccc(Cl)c1
#16 CC1=CC=CN2C1=NC(=O)CC2(C)C(=O)N(CC(=O)NC1CCCC1)c1cc(C)cc(C)c1 (stereo not drawn)
#17 O=C1Nc2ccc(Br)cc2/C1=C/C1CC=CCC1 (stereo not drawn)
#18 C=CCNc1cnn(-c2ccc(C)cc2)c(=O)c1Sc1ccc(C)cc1
#19 COc1ccc(-n2nc(C(=O)NCC(=O)N3CC(C)CC(C)C3)c3ccccc3c2=O)c(OC)c1 (stereo not drawn)
#20 FC(F)(F)c1cc(CCN2C(=S)NC[C@@H]2c2ccccc2)cc(C(F)(F)F)c1

entry no.	7	8	9	10	11	12	13	14	15	16	17	18	19	20
TAAR1 antag	10	3	-9	-7	-29	-15	0	2	14	1	-35	4	-13	5
M1 PAM parental	6	2	1	20	8	13	-6	-1	-8	-22	15	19	0	20
M1 PAM	-2	2	1	5	5	-2	1	-7	-1	-5	19	8	1	-2
CHO-K1 Ca ag	1.5	0.0	4.1	-0.1	1.7	1.4	0.3	4.3	0.1	-0.5	-0.1	-0.3	0.4	0.7
CHO parental Ca	-11	1	-25	6	nt	-8	-8	37*	-11	-6	33*	-6	-11	-19
CHO-K1 Ca antag	-5	-17	-15	-10	-14	-9	-5	-7	-5	20	-7	-19	-8	-19
CHRM1 agonist	-4	-5	-3	-5	-5	-6	-4	-1	-8	0	0	-5	-3	-8
TAAR1 agonist	7	7	4	2	6	12	-4	5	-3	1	3	9	4	-2
M1 antag	-1	2	-9	-4	-5	-2	1	23	-2	22	-11	-8	-6	0

#21 O=C(NNC(=O)c1cccc2ccccc12)c1cccc(F)c1
#22 O=[N+]([O-])c1ccccc1S(=O)(=O)n1nnc2ccccc21
#23 O=C(O)c1[nH]c2ccc([N+](=O)[O-])cc2c1-c1ccccc1
#24 COc1ccc(-c2cc(C(F)(F)F)nc(SCCC(=O)NCc3ccccc3)n2)cc1
#25 CC1CC(C)CN(Cc2nc(N)nc(Nc3ccccc3)n2)C1 (stereo not drawn)
#26 Cc1nn(CC(=O)O)c(C)c1C
#27 C=CCSc1nsc(NC(=O)Nc2ccc(F)cc2)n1
#28 O=C1N=C(N2CCOCC2)SC1=C1CCCCC1
#29 Cc1onc(-c2ccccc2Cl)c1C(=O)NNC(=O)c1ccccc1F
#30 O=C(NC1CCCCCCC1)c1cnccn1

entry no.	21	22	23	24	25	26	27	28	29	30
TAAR1 antag	-23	-33	5	-12	11	2	43	0	-8	15
M1 PAM parental	0	-1	3	-6	15	14	13	18	9	15
M1 PAM	8	12	9	9	3	7	-13	-9	11	8
CHO-K1 Ca ag	0.6	-0.1	-0.5	-0.5	0.2	0.1	14	0.7	1.1	0.2
CHO parental Ca	nt	-8	-2	-27	-16	2	51*	-9	5	-5
CHO-K1 Ca antag	-1	8	4	29*	-3	-5	25*	-14	-9	-9
CHRM1 agonist	3	-4	-1	-1	-5	-5	5	-6	-2	-3
TAAR1 agonist	1	10	11	-1	4	14	10	14	3	5
M1 antag	-6	-9	-14	-12	-7	-12	31*	8	-17	-8

#31 CCc1cccc2c(C(=O)CN3C(=O)C(=O)N(C4CCCC4)C3=O)c[nH]c12
#32 CCN(Cc1nc(-c2ccc(OC)cc2)no1)C(=O)c1ccc2c(c1)OCO2
#33 COc1cccc(OC)c1OCCNCC1COc2ccccc2O1 (stereo not drawn)
#34 Cc1ccccc1S(=O)Cc1ccc(C(=O)NCCN2CCOCC2)o1 (stereo not drawn)
#35 Cc1ccc2c(c1)OC(c1ccc3c(c1)OCCO3)CC2=O (stereo not drawn)
#36 Nc1nnc(SCC(=O)OCC(=O)Nc2ccc(Br)cc2)s1
#37 COc1ccc(C(=O)NCCS(=O)(=O)N2CCc3ccccc3C2)cc1
#38 Cc1ccc(S(=O)(=O)NCC(c2cccnc2)N2CCOCC2)cc1 (stereo not drawn)
#39 CN(C)C(=O)CCc1ccc2c3c([nH]c2c1)[C@]1(C)[C@@H](C(=O)N2CCCCC2)C[C@H](CC(=O)NCCN2CCOCC2)C(=O)N1CC3
#40 CCN(CC)S(=O)(=O)c1ccc(OC)c(NS(=O)(=O)Cc2ccccc2)c1

entry no.	31	32	33	34	35	36	37	38	39	40
TAAR1 antag	0	13	-6	-29	20	1	-4	3	14	-9
M1 PAM parental	9	-7	-6	-18	-8	18	-18	18	8	13
M1 PAM	-4	-2	-5	-2	-1	6	17	11	5	5
CHO-K1 Ca ag	7.4	4.0	1.5	1.9	0.6	3.5	-0.1	0.7	0.6	1.9
CHO parental Ca	1	-6	-26	-3	-17	2	-7	0	-8	-12
CHO-K1 Ca antag	-10	-8	-4	16	-3	-20	13	-11	-11	-5
CHRM1 agonist	0	-2	-2	1	-6	1	2	-7	-5	0
TAAR1 agonist	8	2	6	2	-1	44*	3	4	0	3
M1 antag	6	4	-7	7	-7	-1	-15	-14	-10	1

#41 COc1ccc(-n2ncc3c(N4CCC(C)CC4)ncnc32)cc1
#42 COc1cc(CN2CCCCCC2)c([N+](=O)[O-])cc1OC
#43 CCCCN(C)C(=O)C1CCN(CCCc2ccccc2)CC1
#44 O=C(/C=C/c1cccc([N+](=O)[O-])c1)N1CCN(Cc2ccc3c(c2)OCO3)CC1
#45 Cc1ccc(C)c(NC(=O)C2CCCN(S(=O)(=O)c3ccc4[nH]c(=O)ccc4c3)C2)c1 (stereo not drawn)

entry no.	41	42	43	44	45
TAAR1 antag	-23	5	-1	-8	-24
M1 PAM parental	-9	-2	-7	16	14
M1 PAM	4	2	-3	3	7
CHO-K1 Ca ag	-0.5	-0.1	0.1	1.8	0.0
CHO parental Ca	-3	2	-22	0	-16
CHO-K1 Ca antag	20	11	6	0	-2
CHRM1 agonist	1	-2	-5	-7	-4
TAAR1 agonist	-1	3	7	1	1
M1 antag	-2	-1	-3	-4	-12

3 compounds from above, arranged by the number in CHRM1 agonist, rising.
| no. | SMILES | CHRM1 agonist |
| --- | --- | --- |
| 44 | O=C(/C=C/c1cccc([N+](=O)[O-])c1)N1CCN(Cc2ccc3c(c2)OCO3)CC1 | -7 |
| 42 | COc1cc(CN2CCCCCC2)c([N+](=O)[O-])cc1OC | -2 |
| 41 | COc1ccc(-n2ncc3c(N4CCC(C)CC4)ncnc32)cc1 | 1 |

Screening data from PubChem BioAssay.
